Source: PubChem
TDP-43 yeast inh = rescues yeast growth from TDP-43 toxicity. AID 652104. Potency, µM (series often up to 46.1 µM), for the others: top-dose growth rescue (activation), usual class: activators. TDP-43 expressing yeast growth rescue, BacTiter-Glo, 24 h. 410,000 compounds, 1.8% hits; also: potency is read from the fitted curve at half-maximal effect; % of control where 0% means no effect; nearly all actives have a fitted effect of over 50% in size
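Galactose-induced TDP-43 yeast, OD600=0.02, compound pinned; 24 hr, 30 deg C; BacTiter-Glo luminescence for growth. Inhibitors of TDP-43 toxicity read as activators.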
DRD3 agonist = activates the human D3 dopamine receptor | 410,000 compounds, 0.58% hits | P35462 | AID 652048 | D3R DiscoveRx beta-arrestin cells, luminescence, 90 min | max activation, %; in the data active = max activation above about 30%; also: 0% is about no effect; mostly tested at two doses, the higher about 12 µM
Target sequence (P35462 whole entry, looked up): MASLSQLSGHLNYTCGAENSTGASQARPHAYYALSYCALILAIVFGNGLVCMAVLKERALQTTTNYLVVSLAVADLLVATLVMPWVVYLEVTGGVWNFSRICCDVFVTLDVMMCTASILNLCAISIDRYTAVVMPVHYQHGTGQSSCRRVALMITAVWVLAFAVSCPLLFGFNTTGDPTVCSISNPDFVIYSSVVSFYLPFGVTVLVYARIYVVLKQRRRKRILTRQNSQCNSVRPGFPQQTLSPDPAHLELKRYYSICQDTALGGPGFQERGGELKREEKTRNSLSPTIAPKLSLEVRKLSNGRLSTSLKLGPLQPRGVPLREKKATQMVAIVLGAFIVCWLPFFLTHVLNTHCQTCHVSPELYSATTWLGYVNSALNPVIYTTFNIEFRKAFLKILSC
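Agonist mode: compounds and dopamine controls were applied to plated cells for 90 min at 37 degrees C after an overnight attachment at 1500 cells/well. Luminescent read-out followed 30 - 60 minutes at room temperature with DiscoveRx detection reagent.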
FUS yeast rescue = FUS proteinopathy suppression in yeast; S. cerevisiae FUS-expressing, growth rescue, OD600, 24 h; Potency, µM (highest dose often 76.6 µM), for inactives: at the top dose growth rescue (activation), hits mostly activators; 390,000 compounds, 0.24% hits; AID 1347120;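 also: potency is read from the fitted curve at half-maximal effect; plate controls were DMSO vehicle for no effect and reference control for full effect; nearly all actives have a fitted effect of over 55% in size; some results filed as inactive show a strong effect at the top dose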
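Restored growth of FUS-toxic S. cerevisiae, read as 600 nm absorbance after 24 h at 30C in galactose medium (starting OD 0.005). Controls CP55940 and DMSO.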
EPAC2 antag = antagonists of human EPAC2; AID 720708; Potency, µM (top dose mostly 114 µM), for inactives: at the highest dose activity, negative = inhibition, hits mostly inhibitors; 360,000 compounds, 0.18% hits; Q8WZA2; EPAC2 GEF exchange of Rap1B-BODIPY-GDP, fluorescence; also: potency is read from the fitted curve at half-maximal effect; % is scaled to controls: 0 for no effect and ±100 for the full control effect; nearly all actives have a fitted effect of over 45% in size; many of its hits are not listed in these tables
DRD3 antagonist = blocks the human D3 dopamine receptor; max response, negative = inhibition, %; D3R cells, DiscoveRx beta-arrestin luminescence, antagonist mode; hits give low values; 360,000 compounds, 2.5% hits; in the data active = max response below about -50%; inconclusive = no clear call, values can overlap the other calls; also: % is scaled to controls: 0 for no effect and ±100 for the full control effect; mostly tested at two doses, the higher about 12 µM
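Cells expressing the human receptor were seeded at 1500 cells/well, incubated overnight at 37 degrees C in 5% CO2, then exposed to library compounds with dopamine controls for 90 minutes at 37 degrees C before luminescent detection.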
aSyn rescue = inhibitors of alpha-synuclein toxicity in yeast; Potency, µM (series often up to 46.1 µM), without a hit: at the top dose growth rescue (activation), actives largely listed as activators; 370,000 compounds, 0.14% hits; Yeast expressing alpha-synuclein, growth rescue, BacTiter-Glo, 24 h; also: potency is read from the fitted curve at half-maximal effect; % of control where 0% means no effect; nearly all actives have a fitted effect of over 65% in size
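Rescue of yeast growth: cells expressing toxic alpha-synuclein, induced in galactose at OD600 0.02, incubated with compound 24 h at 30 C. ATP luminescence quantified growth; inhibitors of toxicity appear as activators.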
EPAC2 ag = EPAC2 (human) agonism; Q8WZA2; EPAC2 activation, biochemical qHTS; response scale: 100% = 6.5 mM cAMP response; Potency, µM (highest dose often 154 µM), without a hit: at the highest dose activation, most hits filed as activators; 360,000 compounds, 0.079% hits; AID 720711; also: potency is read from the fitted curve at half-maximal effect; nearly all actives have a fitted effect of over 50% in size
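Nucleotide exchange monitored as fluorescence drop when BODIPY-GDP leaves Rap1B. Reaction: 100 nM EPAC2, 250 nM RAP1B-BODIPY-GDP, 50 uM GDP, room temperature, kinetic read over 30 min. Activity expressed relative to 6.5 mM cAMP.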
Abeta rescue = compounds reversing amyloid beta toxicity in yeast; Potency, µM (doses to about 46.1 µM), inactives show at the highest dose growth rescue, actives largely listed as activators; 410,000 compounds, 0.063% hits; yeast expressing A-beta42, growth rescue, OD600, 48 h; response scale: 0% DMSO, 100% iron-clioquinol control; also: potency is read from the fitted curve at half-maximal effect; nearly all actives have a fitted effect of over 55% in size
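Yeast A-beta toxicity model in growth medium with pinned compounds, 48 h at 30 C; growth read as absorbance at 600 nm. Normalized to FeCl3/clioquinol equimolar mix (positive) and DMSO (negative).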
* marks the source's active call; other numbers are inactive results; ? = inconclusive; . = not tested or not shown; [ ] = remark or other dose. Unless noted, calls follow the shape of the dose curve; as a rule, active = well fitted curve in the direction sought with a large enough effect; inconclusive = small, poorly fitted or top-dose-only effect, or another doubt; inactive = no such curve, though single readings can be large; an effect the other way counts as inactive or inconclusive. A portion of the library. The share of hits here may be higher or lower than overall.

(1) COc1ccc(-c2[nH]ncc2CN2CCC(C(=O)c3ccc(F)cc3)CC2)cc1
(2) COc1cccc(/C=C/C(=O)OCC(=O)Nc2cccc(S(=O)(=O)N(C)C)c2)c1
(3) COc1ccc(C2(C)NC(=O)N(CC(=O)c3cc(C)n(C4CC4)c3C)C2=O)cc1OC (stereo not given)
(4) CSCC[C@H](NC(=O)C1CCC(CNC(=O)[C@@H]2CCCN2C(=O)OC(C)(C)C)CC1)C(=O)O (stereo not given in full)
(5) CCOC(=O)c1c(NC(=O)COc2cccc(C)c2C)sc(C(C)=O)c1C
compound no.,1,2,3,4,5
TDP-43 yeast inh,-19%,-16%,8%,-1%,17%
DRD3 agonist,-16,-8,-1,-2,9
FUS yeast rescue,6%,?,.,-6%,2%
EPAC2 antag,8%,-22%,1%,3%,.
DRD3 antagonist,-90*,-19,0,0,.
aSyn rescue,-3%,-1%,1%,-2%,.
EPAC2 ag,4%,6%,2%,7%,.
Abeta rescue,-51%[inhibitor],-1%,-2%,8%,-2%

Compound profiles (already shown).
`CSCC[C@H](NC(=O)C1CCC(CNC(=O)[C@@H]2CCCN2C(=O)OC(C)(C)C)CC1)C(=O)O` (stereo not given in full) in the list: TDP-43 yeast inh: -1%; DRD3 agonist: -2; FUS yeast rescue: -6%; EPAC2 antag: 3%; DRD3 antagonist: 0; aSyn rescue: -2%; EPAC2 ag: 7%; Abeta rescue: 8%
`COc1cccc(/C=C/C(=O)OCC(=O)Nc2cccc(S(=O)(=O)N(C)C)c2)c1` in the list: TDP-43 yeast inh: -16%; DRD3 agonist: -8; FUS yeast rescue: ?; EPAC2 antag: -22%; DRD3 antagonist: -19; aSyn rescue: -1%; EPAC2 ag: 6%; Abeta rescue: -1%
`CCOC(=O)c1c(NC(=O)COc2cccc(C)c2C)sc(C(C)=O)c1C` in the list: TDP-43 yeast inh: 17%; DRD3 agonist: 9; FUS yeast rescue: 2%; EPAC2 antag: .; DRD3 antagonist: .; aSyn rescue: .; EPAC2 ag: .; Abeta rescue: -2%

More records follow.
(6) COc1ccc(S(=O)(=O)N2CCOCC2)cc1NC(=O)c1c(C)noc1C
(7) CCCc1nnc(NC(=O)CCC(=O)N2CCN(S(=O)(=O)c3ccc(F)cc3)CC2)s1
(8) CCOC(=O)c1ccc(NC(=O)NCCOCCn2c(=O)oc3ccccc32)cc1
(9) CCc1ccc(-n2nc(CO)c(C(=O)NCc3cccnc3)n2)cc1
(10) COc1ccccc1C1=NOC(C)(c2sc(-c3ccc(Cl)cc3)nc2C)C1 (stereo not given)
compound no.,6,7,8,9,10
TDP-43 yeast inh,-2%,2%,19%,12%,24%
DRD3 agonist,5,-1,7,2,18
FUS yeast rescue,-15%,3%,16%,17%,23%
EPAC2 antag,0%,-1%,.,.,11%
DRD3 antagonist,14,16,.,.,-10
aSyn rescue,10%,1%,.,.,4%
EPAC2 ag,3%,1%,.,.,11%
Abeta rescue,7%,15%,-4%,12%,-15%

Brought forward from above: 3 entries, then new ones.
(8) CCOC(=O)c1ccc(NC(=O)NCCOCCn2c(=O)oc3ccccc32)cc1
(9) CCc1ccc(-n2nc(CO)c(C(=O)NCc3cccnc3)n2)cc1
(10) COc1ccccc1C1=NOC(C)(c2sc(-c3ccc(Cl)cc3)nc2C)C1 (stereo not given)
(11) O=c1c2c3c(sc2nc(NCCOCCO)n1Cc1ccco1)CCCCC3
(12) CC1=C(C(=O)OCC2CCCO2)C(c2ccsc2)C2=C(CCCC2=O)N1 (stereo not given)
(13) O=C(O)C1CCCN1c1ncccc1[N+](=O)[O-] (stereo not given)
(14) C#CCOCCOCCOCCNc1nc(N2CCN(C(=O)CCCCCCCCCCNC(=O)[C@@H](CCSC)n3cc(CCO)nn3)CC2)nc(N2CCN(C(=O)CCCCCCCCCCNC(=O)[C@H](CCCN=C(N)N)n3cc(C[C@@H](C)CC)nn3)CC2)n1
(15) Cc1cccc(NS(=O)(=O)c2cccc(C(=O)N3CCC3)c2)c1
compound no.,8,9,10,11,12,13,14,15
TDP-43 yeast inh,19%,12%,24%,0%,-14%,24%,-1%,2%
DRD3 agonist,7,2,18,4,-2,9,-10,-3
FUS yeast rescue,16%,17%,23%,12%,10%,-20%,10µM*,-20%
EPAC2 antag,.,.,11%,1%,?,3%,?,0%
DRD3 antagonist,.,.,-10,14,-9,6,-22,-15
aSyn rescue,.,.,4%,0%,1%,-7%,-50%[inhibitor],9%
EPAC2 ag,.,.,11%,0%,5%,4%,-18%,0%
Abeta rescue,-4%,12%,-15%,0%,-10%,-8%,6%,-10%

(16) CCN1CCN(CCNC(=O)c2cn(Cc3ccccc3F)nn2)CC1
(17) CC(/C=N/NC(=O)c1ccccn1)=C\c1ccco1
(18) Cc1ccccc1OCC(O)Cn1c(NCc2ccco2)nc2c1c(=O)n(C)c(=O)n2C (stereo not given)
(19) N#Cc1c(-n2ncnc2-c2ccccc2Cl)sc2c1CCCCC2
(20) CN1C(=O)CS/C1=N\NC(=O)COc1cccc2cccnc12
compound no.,16,17,18,19,20
TDP-43 yeast inh,-12%,1%,0%,23%,-22%
DRD3 agonist,-16,-4,11,5,2
FUS yeast rescue,18%,31%,12%,1%,-3%
EPAC2 antag,9%,7%,-9%,.,2%
DRD3 antagonist,3,?,17,.,1
aSyn rescue,2%,-6%,2%,.,1%
EPAC2 ag,5%,13%,9%,.,-2%
Abeta rescue,-5%,-12%,-6%,3%,5%

(21) c1ccc(CSCc2ccccc2)cc1
(22) CSCCC(NC(=O)c1ccc([N+](=O)[O-])cc1Cl)C(=O)OCC(=O)NCC(F)(F)F (stereo not given)
(23) CCCC(=O)c1ccc(N2CCN(C(=O)c3ccccc3)CC2)c(F)c1
(24) Cc1cc(C)n(CCc2nc(-c3ccc(F)cc3)cs2)n1
(25) CC(Cc1ccccc1)NC(=O)CSc1nc2nc3c(cc2c(=O)n1-c1ccccc1)COC(C)(C)C3 (stereo not given)
compound no.,21,22,23,24,25
TDP-43 yeast inh,6%,-14%,?,-15%[0.397 µM],-14%
DRD3 agonist,-13,-2,9,0,13
FUS yeast rescue,-1%,22%,?,13%,?
EPAC2 antag,-10%,1%,7%,-13%,-6%
DRD3 antagonist,0,?,2,-8,-5
aSyn rescue,-6%,-5%,-6%,-6%,0%
EPAC2 ag,4%,-3%,22%,6%,1%
Abeta rescue,-14%,-9%,-15%,?,6%

(26) Cc1nn(C)c(N)c1C(O)(c1nccn1C)C(F)(F)F (stereo not given)
(27) CC(=O)Nc1ccc(-c2cn3ccsc3n2)cc1
(28) Cc1cc(=O)n(C)c(=O)n1CC(=O)N1CCCCCC1
(29) O=C(COc1ccc2c(c1)OCO2)Nc1ccccc1C(F)(F)F
(30) O=S(=O)(Nc1cccc(-c2ccc(N3CCOCC3)nn2)c1)c1ccc(F)cc1F
compound no.,26,27,28,29,30
TDP-43 yeast inh,8%,-12%,3%,23%,-23%
DRD3 agonist,7,0,-1,26,-21
FUS yeast rescue,4%,-2%,-2%,-1%,34%
EPAC2 antag,10%,12%,2%,-14%,.
DRD3 antagonist,1,-20,11,8,.
aSyn rescue,1%,5%,2%,9%,.
EPAC2 ag,-3%,-6%,-6%,3%,.
Abeta rescue,-6%,-2%,0%,10%,-12%

(31) COc1ccc(S(=O)(=O)N2CCCC(C(F)(F)F)C2)cc1 (stereo not given)
(32) C=CCn1c(C)c(C(C)=O)c(N2CCN(C(c3ccccc3)c3ccccc3)CC2)nc1=S
(33) CCCCNC(=O)C1c2ccccc2OCC(=O)N1Cc1cccnc1 (stereo not given)
(34) O=C(CC1CCS(=O)(=O)C1)Nc1ccc[nH]c1=O (stereo not given)
(35) COCCCN(C(=O)C1CCCCC1)c1c(N)n(Cc2ccccc2)c(=O)[nH]c1=O
compound no.,31,32,33,34,35
TDP-43 yeast inh,-16%,0%,35%,3%,10%
DRD3 agonist,1,3,1,3,-19
FUS yeast rescue,18%,17%,-19%,17%,.
EPAC2 antag,-19%,-1%,-1%,14%,3%
DRD3 antagonist,4,9,0,-7,-17
aSyn rescue,11%,7%,-8%,4%,3%
EPAC2 ag,3%,9%,9%,8%,-5%
Abeta rescue,-3%,7%,9%,21%,14%

(36) CCN(CC)c1ccc(N2C(=O)C3CCCCC3C2=O)cc1[N+](=O)[O-] (stereo not given)
(37) CN(C)S(=O)(=O)c1cccc(C(=O)Nc2ccccc2N2CCCCC2)c1
(38) CCc1ccc(NC(=O)C2CCCN2S(=O)(=O)c2cccc3nsnc23)cc1 (stereo not given)
(39) NC(=O)CC(NC(=O)c1ccc(Br)cc1)c1ccc(N2CCN(c3ccccn3)CC2)c([N+](=O)[O-])c1 (stereo not given)
(40) COc1ccccc1C(=O)N1CCN(S(=O)(=O)Cc2ccccc2)CC1
compound no.,36,37,38,39,40
TDP-43 yeast inh,-11%,9%,?,-18%,13%
DRD3 agonist,0,14,4,-18,3
FUS yeast rescue,-6%,3%,29%,2%,-7%
EPAC2 antag,-1%,-6%,.,9%,12%
DRD3 antagonist,10,32,.,0,12
aSyn rescue,10%,-1%,.,-2%,1%
EPAC2 ag,12%,8%,.,5%,-5%
Abeta rescue,-31%[inhibitor],3%,7%,-23%,19%

(41) CCN(CC)C(=O)CSC(=Nc1ccccc1F)NC#N
(42) Cc1nn(-c2ccccc2)c(Cl)c1/C=N/NC(=O)c1cccc(S(=O)(=O)N2CCCC2)c1
(43) CC(=S)c1c(C)cc2cc(C)ccn12
(44) COCCN(CC(=O)NCc1ccccc1)C(=O)CCC(=O)Nc1ccccn1
(45) O=c1c(N2CCN(c3cccc(Cl)c3)CC2)csc2ccccc12
compound no.,41,42,43,44,45
TDP-43 yeast inh,2%,10%,16%,8%,-29%
DRD3 agonist,3,-2,0,-10,-18
FUS yeast rescue,31%,-17%,3%,-10%,31%
EPAC2 antag,6%,12%,-17%,2%,.
DRD3 antagonist,18,21,0,-11,.
aSyn rescue,4%,-2%,0%,1%,.
EPAC2 ag,-2%,-4%,12%,21%,.
Abeta rescue,17%,-3%,-6%,2%,-4%
